AMA1-RON2 inh: disrupts binding of P. falciparum AMA1 to RON2; AlphaScreen AMA1-biotinylated RON2 peptide binding; Potency, µM (series often up to 58.2 µM), for the others: at the top dose activity change, negative = inhibition, most hits filed as inhibitors; 0.2% of 360,000 active; AID 720542;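 also: potency is read from the fitted curve at half-maximal effect; 0% = vehicle wells and -100% = peptide control; nearly all actives have a fitted effect of over 45% in size; some results filed as inactive show a strong effect at the top dose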
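AMA1 (3D7) with his tag at 25 nM final met compounds first, then biotinylated RON2 peptide at 25 nM; detection used donor plus acceptor beads, 10 µg/mL apiece, read by AlphaScreen after 30 min at room temperature.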
AmpC no deterg: inhibitors of E. coli AmpC beta-lactamase without detergent | P00811 | AmpC nitrocefin hydrolysis, absorbance 480 nm, 0.0001% Triton | Potency, µM (series often up to 57.1 µM), for the others: at the top dose activity change, negative = inhibition, usual class: inhibitors | 0.52% of 330,000 active | AID 485341;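 also: potency is read from the fitted curve at half-maximal effect; plate controls were no compound for no effect and no enzyme for full effect; nearly all actives have a fitted effect of over 20% in size; some results filed as inactive show a strong effect at the top dose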
Target sequence (P00811 whole entry, looked up): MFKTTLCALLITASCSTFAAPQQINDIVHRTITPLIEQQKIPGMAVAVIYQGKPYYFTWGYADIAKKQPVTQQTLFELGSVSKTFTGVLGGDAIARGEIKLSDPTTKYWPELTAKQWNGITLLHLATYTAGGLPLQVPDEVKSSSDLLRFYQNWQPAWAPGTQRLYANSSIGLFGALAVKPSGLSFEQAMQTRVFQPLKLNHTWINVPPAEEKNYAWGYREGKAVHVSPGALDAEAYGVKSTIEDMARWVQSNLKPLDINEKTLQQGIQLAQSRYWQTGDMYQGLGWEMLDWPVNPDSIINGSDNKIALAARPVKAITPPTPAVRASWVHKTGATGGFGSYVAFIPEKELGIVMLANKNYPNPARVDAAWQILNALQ
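AmpC (5.3 nM in the dispensed reagent) in 20 mM phosphate pH 7.0 with 0.01% (detergent screen) or 0.0001% Triton X-100 was preincubated with compounds for 15 min at room temperature. Nitrocefin was then added from an 800 uM solution, and hydrolysis was followed at 480 nm.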
HCV inh: HCV inhibition. Huh7.5.1 HCVcc-Cre infection, luciferase reporter, 44 h. Potency, µM (titrated, usually from 41.8 µM), without a hit: at the top dose activity change, negative = inhibition, most hits filed as inhibitors. 3.4% of 340,000 active; also: potency is read from the fitted curve at half-maximal effect
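Reporter virus HCVcc-Cre (~0.5 moi) infects cells exposed to compound; seeding density 1,000 cells/well with 4 h settling beforehand. Luminescence, 15 sec read, taken 44 h post-infection following a 15 min RT substrate incubation.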
LmPK inhibitor: inhibitors of Leishmania mexicana pyruvate kinase | Q27686 | AID 1721 | 0.37% of 290,000 active | Potency, µM (doses to about 57.5 µM), for inactives: at the top dose activity change, negative = inhibition, most hits filed as inhibitors | purified LmPK, Kinase-Glo ATP luminescence, 1 h; also: potency is read from the fitted curve at half-maximal effect
Target sequence (Q27686 whole entry, looked up): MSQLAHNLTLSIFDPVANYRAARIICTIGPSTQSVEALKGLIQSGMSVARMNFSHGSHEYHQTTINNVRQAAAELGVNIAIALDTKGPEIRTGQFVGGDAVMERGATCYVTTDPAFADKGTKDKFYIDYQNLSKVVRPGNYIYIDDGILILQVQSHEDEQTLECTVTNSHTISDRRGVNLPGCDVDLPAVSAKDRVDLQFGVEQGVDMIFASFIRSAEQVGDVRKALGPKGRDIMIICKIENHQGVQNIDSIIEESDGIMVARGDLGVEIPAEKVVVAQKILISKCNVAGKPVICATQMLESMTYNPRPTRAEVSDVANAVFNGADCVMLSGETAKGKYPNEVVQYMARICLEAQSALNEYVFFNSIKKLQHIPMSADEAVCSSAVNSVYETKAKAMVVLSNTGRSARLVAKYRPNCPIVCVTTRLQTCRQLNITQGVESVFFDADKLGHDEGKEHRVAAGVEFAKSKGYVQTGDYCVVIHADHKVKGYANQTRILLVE
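Kinase-Glo luminescence read after 1 h RT reaction of 0.1 nM LmPK with 0.5 mM PEP and 0.1 mM ADP. Activity scaled between uninhibited and enzyme-free controls.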
HCMV inh: human cytomegalovirus inhibition; HFF cells, HCMV-luciferase reporter, 72 h; hits give low values; activity change, negative = inhibition, % at 57.5 µM; 4.5% of 410,000 active; AID 1259415; in the data active = activity change below about -60%; inconclusive = no clear call, values can overlap the other calls; inactive = above about -39%
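Human foreskin fibroblasts infected with luciferase-reporter HCMV at MOI 1 PFU/cell, compounds at two doses. Luciferase measured 72 h post infection; normalized to buffer-only basal and Salinomycin (10uM) controls.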
AmpC detergent: inhibitors of E. coli AmpC beta-lactamase with detergent; P00811; AmpC hydrolysis of nitrocefin, absorbance 480 nm, 0.01% Triton; Potency, µM (top dose mostly 114 µM), inactives show top-dose activity change, negative = inhibition, usual class: inhibitors; 0.041% of 370,000 active; AID 485294;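 also: potency is read from the fitted curve at half-maximal effect; 0% = no-compound wells and -100% = no-enzyme wells; nearly all actives have a fitted effect of over 25% in size; some results filed as inactive show a strong effect at the top dose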
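20 mM phosphate pH 7.0 + 0.01% (detergent screen) or 0.0001% Triton X-100; 5.3 nM AmpC reagent; cpd preinc 15 min RT; nitrocefin (800 uM stock) to start; A480 q20 s × 4 min; Activity was normalised to no-enzyme and no-compound control wells.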
Tb PYK inh: inhibitors of Trypanosoma brucei pyruvate kinase; Q57TT1; TbPYK enzyme, Kinase-Glo Plus ATP luminescence, 45 min; Potency, µM (highest dose often 76.8 µM), for the others: at the highest dose activity, negative = inhibition, most hits filed as inhibitors; 0.12% of 410,000 active; also: potency is read from the fitted curve at half-maximal effect; nearly all actives have a fitted effect of over 50% in size
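Glycolytic pyruvate kinase of T. brucei was incubated with substrate, test compound and 130 uM ADP for 45 minutes at room temperature. Luminescent Kinase-Glo Plus signal was measured after 10 minutes.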
Numbers without * were called inactive; ? = inconclusive; . = not tested or not shown; & = joins results of further samples; [ ] = remark or other dose. Unless noted, calls follow the shape of the dose curve; as a rule, active = well fitted curve in the direction sought with a large enough effect; inconclusive = small, poorly fitted or top-dose-only effect, or another doubt; inactive = no such curve, though single readings can be large; an effect the other way counts as inactive or inconclusive. Unless noted, % is scaled to controls: 0 for no effect and ±100 for the full control effect.

SMILES	AMA1-RON2 inh	AmpC no deterg	HCV inh	LmPK inhibitor	HCMV inh	AmpC detergent	Tb PYK inh
COc1ccc(C(=O)N2CCN(c3cccc(C)c3C)CC2)cc1S(=O)(=O)NC1CC1	1%	149%[activator]	?	.	-17	-20%	4%
O=C(COc1ccccc1C(=O)NCc1ccccc1)Nc1ccccc1	0%	-33%	?	.	-15	-4%	0%
CC(=O)NNc1ncnc2c1cnn2-c1ccccc1	47%[activator]	-5%	23%	-10%	-15&7	3%&6%	-4%&-3%
COc1cccc(/C(O)=C/C(=O)C(=O)Nc2ccc(S(=O)(=O)NC(C)=O)cc2)c1	-3%	-18%	28%	1%	26	-5%	-10%
CC1CCN(C(=O)c2cc3ccccc3c(=O)o2)CC1	-1%	-5%	-12%	0%	48	?	-2%
COc1cccc(CN(C)Cc2nc(Cc3ccccc3Cl)no2)c1	-18%	39%	2%	-1%	-2	5%	-2%
Cc1ccc(NC(=O)CCN2C(=O)c3ccccc3C2=O)cc1C	-5%	-4%	-7%	-3%	.	4%	2%
CCN(CC)C(=O)N1CCc2ccccc21	5%	-12%	17%	0%	44	-6%	2%
COCCCNS(=O)(=O)c1cc2c3c(c1)C(C)C(=O)N3CCC2 (configuration not stated)	0%	2%	2%	-2%	-36	-11%	-2%
OC(COCC(F)(F)C(F)(F)C(F)(F)C(F)F)Cn1c2ccccc2c2ccccc21 (configuration not stated)	1%	2%	?	0%	30	-9%	1%
CCOc1ccc(-c2cc3cc(OC)c(OC)cc3c(C)n2)cc1	-14%	-24%	?	-3%	6	?	1%
O=C(CSc1nnc(NCc2ccccc2)s1)NC1CCS(=O)(=O)C1 (configuration not stated)	-8%	-12%	8%	2%	10	?	0%
COC(=O)Cn1c(Cc2ccccc2)nc2ccccc21	3%	-11%	9%	-4%	-3	-5%	1%
C=C1C[C@@]23CCC4[C@@](C)(CCC[C@@]4(C)C(=O)OC)C2CC[C@]1(OC(C)=O)C3 (some centres not stated)	6%	-7%	?	.	-16	-1%	-3%
Cc1ccc(Cl)cc1N1CCN(C(=O)c2cnn(C)c2C2CCN(C(=O)OC(C)(C)C)CC2)CC1	.	.	.	.	0	-4%	-7%[15.4 µM]
Cc1ncc(N=Nc2ccc(F)cc2)c(-c2ccc(Cl)cc2)n1	-7%	0.4µM*	9%	4%	28	1%	-8%
CCN=C(N/N=C/c1ccc([N+](=O)[O-])cc1)SC	-27%	-26%	-6%	12%	-3	-13%	?
CCCCCC(O)(CCN1CCCCC1)c1ccccc1 (configuration not stated)	8%	0%	?	-3%	-25	-4%	-1%
Cc1ccc(NS(=O)(=O)c2ccc(-c3cc(C)no3)cc2)c(C)c1	.	.	.	.	-65*	-1%	1%
O=C(COc1ccc2ccccc2c1)NNC(=O)c1ccc([N+](=O)[O-])cc1	61%[activator]	-35%	9%	4%	-28	-5%	-5%
COCC(=O)Nc1cc(C(=O)Nc2ccccc2C)ccc1Cl	34%[activator]	1%	-9%	-5%	13	-8%	-5%
COC(=O)c1cccc(NC(=O)c2cccc(-n3cnnn3)c2)c1	11%	.	.	.	20	.	-4%
CCC1=C(OC(=O)N(CC)CC)N2C(=O)OC(=NCC3CC3)[C@]2(C)[C@H]2C1=CC[C@H]1C(=O)N(C)C(=O)[C@H]12	-4%	158%[activator]	-12%	2%	-1	-1%	4%
CSc1nc(N(C)NC(=O)c2cccc(C)c2)c2ccccc2n1	0%	-54%	-29%	6%	-87*	?	4%
CCOC(=O)C1CCN(C(=O)COC(=O)CN(C)S(=O)(=O)c2ccc(NC(C)=O)cc2)CC1	8%	.	39%[activator]	.	9	.	6%
O=C(O)C1C(c2ccccc2)C(C(=O)Oc2ccc(O)cc2)C1c1ccccc1 (configuration not stated)	6%	-12%	7%	15%	22	?	1%
Cc1cccc(OCc2nn[nH]n2)c1C	6%	-13%	9%	-4%	68	-19%	2%
CCc1nnc2c(Nc3cccc(F)c3)nc3ccc(C(=O)c4ccccc4)cc3n12	.	.	.	.	-5	20%	-7%
O=C(Nc1cccnc1)C1Cc2c(-c3ccco3)ccnc2O1 (configuration not stated)	-9%	.	.	.	-14	.	0%
COc1ccc(C(=O)Nc2sc(C)c(C)c2CN2CCOCC2)cc1	-7%	-32%	?	-1%	43	-14%	1%
CCOCCCNc1nc2nc3ccc(C)cn3c(=O)c2cc1C(=O)NCC1CCCO1 (configuration not stated)	-3%	9%	9%	-7%	-37	10%	5%
CCOc1ccc(CCNC(=O)CCCc2nnc3n(CC)c(=O)c4sccc4n23)cc1	.	.	.	.	?	-8%	4%
O=C(N/N=C/c1c(O)ccc2ccccc12)C(=O)N1CCCC1	67%[activator]	.	.	.	-75*	.	-2%
O=C1CC(c2ccc(OCCCCCOc3ccc(C4CC(=O)NC4=O)cc3)cc2)C(=O)N1 (configuration not stated)	-16%	17%	?	-16%	-25	-2%	-2%
COc1ccccc1CNC(=O)CCn1c(=O)sc2ccccc21	-16%	-21%	3%	-1%	-21	-1%	2%
COCCCn1cc(C(=O)c2cc(OC)ccc2OCC(=O)N2CCCCC2C)cc(C#N)c1=O (configuration not stated)	8%	-2%[11.4 µM]	6%	-1%	-26	-19%	2%
CC(C)Sc1nc(SCC(=O)NCc2ccco2)c2c3c(sc2n1)COC(C)(C)C3	-13%	21%	?	4%	-27	-13%	2%
COc1cc(OC)c(C2CC(=O)Nc3ccc4ccccc4c32)cc1OC (configuration not stated)	.	.	.	.	25	4%	4%
COc1c(C)cc(C(O)c2ncc(-c3ccc4ccccc4c3)[nH]2)cc1C (configuration not stated)	-7%	.	.	.	12	.	4%
CCCCCOC(=O)C1=C(C)NC(=O)NC1c1ccc([N+](=O)[O-])cc1 (configuration not stated)	-9%	-15%	-30%	12%	-13	?	-8%

Compound profiles, from the list above. Order of screens: AMA1-RON2 inh | AmpC no deterg | HCV inh | LmPK inhibitor | HCMV inh | AmpC detergent | Tb PYK inh
O=C(O)C1C(c2ccccc2)C(C(=O)Oc2ccc(O)cc2)C1c1ccccc1 (configuration not stated) across the screens: 6% | -12% | 7% | 15% | 22 | ? | 1%
COc1ccccc1CNC(=O)CCn1c(=O)sc2ccccc21 across the screens: -16% | -21% | 3% | -1% | -21 | -1% | 2%
O=C(Nc1cccnc1)C1Cc2c(-c3ccco3)ccnc2O1 (configuration not stated) across the screens: -9% | . | . | . | -14 | . | 0%

Additional structures follow:
SMILES	AMA1-RON2 inh	AmpC no deterg	HCV inh	LmPK inhibitor	HCMV inh	AmpC detergent	Tb PYK inh
COC(=O)N1CN(C(=O)OC)CN(C(=O)OC)C1	19%	-12%	19%	-3%	-16	?	-6%
COc1ccc(S(=O)(=O)Nc2cccc(C)n2)c2ccccc12	14%	-21%	-2%	3%	-11	-10%	-14%
O=C(N=Nc1c(O)[nH]c2ccc(Cl)cc12)c1cc(-c2cccs2)nc2ccccc12	-14%	-8%	?	-2%	-8	0%	-4%
CC1(C)CC(=O)c2cc(OCC(=O)NCCN3CCCc4ccccc43)ccc2O1	0%	48%	-13%	4%	34	-4%	0%
O=C(c1cc(-c2ccc3c(c2)OCO3)on1)N1CCCCC1	-16%	-9%	?	-21%	40	-17%	-4%
COc1ccc(S(=O)(=O)N(C)CC(=O)NC2CCCC2)cc1OC	0%	-10%	0%	1%	-35	5%	3%
CC(C)(C)C(=O)Nc1ccc(F)cc1[N+](=O)[O-]	1%	-7%	11%	0%	68	-1%	-2%
O=C(c1ccco1)N1CCN(C(=O)C2CCCO2)CC1 (configuration not stated)	8%	-1%	5%	3%	6	?	-12%
O=C(CCc1ccccc1)N=C1SC2CS(=O)(=O)CC2N1c1ccccc1F (configuration not stated)	8%	5%	7%	-2%	-37	-2%	5%
COC(=O)c1c(NC(=O)Cc2coc3ccc(C)cc23)sc2c1CCC2	.	.	.	.	-6	15%	0%
CCOC(=O)C1CCCN(C(=O)Cn2nc(C)c3c(C)n(-c4ccccc4)nc3c2=O)C1 (configuration not stated)	14%	16%	0%	-1%	?	3%	0%
CCCCNC(=O)CCCCCn1c(=O)[nH]c2ccccc2c1=O	.	.	.	.	0	11%	8%[15.4 µM]
CCNC(=S)NNC(=O)Cn1c(=O)c2c(ncn2CCOC)n(Cc2ccccc2)c1=O	64%[activator]	0%	7%	1%	10	0%	-1%
CC(C)CCOP(=O)(c1ccc(N(C)C)cc1)C(O)c1ccc(Cl)cc1Cl (configuration not stated)	-18%	100%[activator]	-28%	5%	4	-13%	4%
Cn1cnnc1SCC(=O)Nc1ncc(C(F)(F)F)cc1Cl	40%[activator]	5%	13%	-1%	?	-8%	-2%
CCCCN1C(=O)C(O)(CC(=O)c2ccc(C)cc2C)c2cc(Br)ccc21 (configuration not stated)	.	.	.	.	-35	-6%	2%

Some of the entries so far, as a markdown table:
| structure | AMA1-RON2 inh | AmpC no deterg | HCV inh | LmPK inhibitor | HCMV inh | AmpC detergent | Tb PYK inh |
| --- | --- | --- | --- | --- | --- | --- | --- |
| O=C(N=Nc1c(O)[nH]c2ccc(Cl)cc12)c1cc(-c2cccs2)nc2ccccc12 | -14% | -8% | ? | -2% | -8 | 0% | -4% |
| CCCCN1C(=O)C(O)(CC(=O)c2ccc(C)cc2C)c2cc(Br)ccc21 (configuration not stated) | . | . | . | . | -35 | -6% | 2% |
| CCNC(=S)NNC(=O)Cn1c(=O)c2c(ncn2CCOC)n(Cc2ccccc2)c1=O | 64%[activator] | 0% | 7% | 1% | 10 | 0% | -1% |
| CC(C)CCOP(=O)(c1ccc(N(C)C)cc1)C(O)c1ccc(Cl)cc1Cl (configuration not stated) | -18% | 100%[activator] | -28% | 5% | 4 | -13% | 4% |
| O=C(c1cc(-c2ccc3c(c2)OCO3)on1)N1CCCCC1 | -16% | -9% | ? | -21% | 40 | -17% | -4% |
| Cn1cnnc1SCC(=O)Nc1ncc(C(F)(F)F)cc1Cl | 40%[activator] | 5% | 13% | -1% | ? | -8% | -2% |
| COC(=O)c1c(NC(=O)Cc2coc3ccc(C)cc23)sc2c1CCC2 | . | . | . | . | -6 | 15% | 0% |

Screens from PubChem BioAssay.
